LMNA splice mod: modulators of lamin A splicing; HeLa LMNA splicing GFP/RFP minigene ratio, 48 h; Potency, µM (doses to about 46.1 µM), for the others: at the highest dose ratio change, negative = inhibition, most hits filed as inhibitors; 200,000 compounds, 0.01% hits; AID 1487; active means well fitted inhibition curve with a large enough effect in the signal ratio, with a control signal flat, not every such curve was filed as active; inconclusive means small, poorly fitted or top-dose-only effect, or effect the other way, or a change in a side signal; the % refers to the signal ratio; further: on the % scale 0 is the no-effect control and ±100 the full control effect
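S3 HeLa stable clones carrying a lamin A-EGFP splicing minigene plus DsRed2 were seeded at 600 cells/well in Opti-MEM with 2% FBS, pin-dosed and incubated 48 h at 37°C. Acumen cytometry (488 nm) gave the GFP/RFP total-intensity ratio.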
L3MBTL1 inh: blocks human L3MBTL1 | Q9Y468 | Potency, µM (top dose mostly 57.1 µM), inactives show top-dose activity, negative = inhibition, hits mostly inhibitors | AID 485360 | AlphaScreen L3MBTL1–H3K9me1 peptide binding | 230,000 compounds, 0.66% hits; further: on the % scale 0 is the no-effect control and ±100 the full control effect; nearly all actives have a fitted effect of over 60% in size
Target sequence (Q9Y468 whole entry, looked up): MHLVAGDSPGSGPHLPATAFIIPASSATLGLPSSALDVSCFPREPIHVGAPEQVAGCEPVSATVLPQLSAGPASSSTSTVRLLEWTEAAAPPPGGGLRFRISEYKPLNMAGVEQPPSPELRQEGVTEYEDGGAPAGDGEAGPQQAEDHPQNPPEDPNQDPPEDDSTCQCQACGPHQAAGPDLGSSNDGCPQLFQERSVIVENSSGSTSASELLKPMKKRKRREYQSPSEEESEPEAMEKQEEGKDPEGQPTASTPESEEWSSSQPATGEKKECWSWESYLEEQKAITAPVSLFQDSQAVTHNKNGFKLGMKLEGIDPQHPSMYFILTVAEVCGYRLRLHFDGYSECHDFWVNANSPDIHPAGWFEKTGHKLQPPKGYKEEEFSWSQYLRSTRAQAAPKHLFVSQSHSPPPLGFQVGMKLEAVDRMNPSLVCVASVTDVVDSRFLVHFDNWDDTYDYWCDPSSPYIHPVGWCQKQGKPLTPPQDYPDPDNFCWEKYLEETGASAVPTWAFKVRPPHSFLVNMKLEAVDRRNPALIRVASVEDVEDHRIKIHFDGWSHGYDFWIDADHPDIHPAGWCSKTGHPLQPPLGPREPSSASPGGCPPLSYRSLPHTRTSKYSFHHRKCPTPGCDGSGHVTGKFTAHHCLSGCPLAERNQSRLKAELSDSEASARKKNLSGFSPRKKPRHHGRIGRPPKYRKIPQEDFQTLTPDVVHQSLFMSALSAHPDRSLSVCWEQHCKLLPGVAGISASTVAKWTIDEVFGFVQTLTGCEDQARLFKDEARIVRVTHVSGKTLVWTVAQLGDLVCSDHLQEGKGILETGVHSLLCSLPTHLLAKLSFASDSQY
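AlphaScreen proximity signal between nickel-chelate acceptor and streptavidin donor beads (final 10 ug/mL) reports binding of 50 nM L3MBTL1 to 75 nM biotin-H3 K9me1 peptide; complex incubated with compounds 30 min at room temperature; cefsulodin titration as control.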
ALDH1A1 inh: inhibitors of human aldehyde dehydrogenase 1A1 | P00352 | Purified ALDH1A1, NADH fluorescence, propionaldehyde substrate | Potency, µM (top dose mostly 75.3 µM), without a hit: at the top dose activity, negative = inhibition, most hits filed as inhibitors | 220,000 compounds, 7.3% hits; active means well fitted inhibition curve with a large enough effect, not every such curve was filed as active; inconclusive means small, poorly fitted or top-dose-only effect, or another doubt; inactive means no such curve, though single readings can be large or run the other way;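 further: plate controls were no enzyme wells and a reference inhibitor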
Tau fibril ThT: tau fibrillization inhibition (ThT binding); AID 1460; P10636; 270,000 compounds, 2.1% hits; Potency, µM (doses to about 57.4 µM), inactives show at the highest dose activity, negative = inhibition, hits mostly inhibitors; recombinant tau K18 P301L (four-repeat tau fragment), heparin-induced fibrillization, ThT fluorescence; further: on the % scale 0 is the no-effect control and ±100 the full control effect; nearly all actives have a fitted effect of over 55% in size
Target sequence (P10636 561-689 P618L limits assumed): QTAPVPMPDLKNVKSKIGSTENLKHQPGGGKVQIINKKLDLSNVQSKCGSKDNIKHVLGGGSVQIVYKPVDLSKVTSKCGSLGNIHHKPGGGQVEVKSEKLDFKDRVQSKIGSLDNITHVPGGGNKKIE
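Aggregation was driven by heparin (20 uM final) acting on recombinant tau […] bearing P301L in 100 mM sodium acetate pH 7; fibrils were detected with Thioflavin T.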
KDM4E inh: blocks human JMJD2E demethylase activity. JMJD2E catalytic domain, FDH-coupled NADH fluorescence (FDH is formaldehyde dehydrogenase). B2RXH2. 230,000 compounds, 1.6% hits. Potency, µM (series often up to 57.1 µM), for the others: at the top dose activity change, negative = inhibition, actives largely listed as inhibitors. AID 2147; active means well fitted inhibition curve with a large enough effect, not every such curve was filed as active; inconclusive means small, poorly fitted or top-dose-only effect, or another doubt; inactive means no such curve, though single readings can be large or run the other way;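 further: 0% = wells with enzyme and -100% = buffer wells without enzyme; nearly all actives have a fitted effect of over 50% in size; many of its hits are not listed in these tables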
RECQ1 helicase: RECQ1 (human) helicase inhibition | P46063 | 240,000 compounds, 0.54% hits | Potency, µM (series often up to 57.3 µM), inactives show at the highest dose activity, negative = inhibition, usual class: inhibitors | RECQ1 DNA unwinding, red fluorescence kinetic read;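 further: plate controls were vehicle for no effect and no enzyme for full effect; nearly all actives have a fitted effect of over 30% in size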
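RECQ1T1 50 nM; forked duplex (20 bp + 30-nt ss tails) 200 nM, ATP 2 mM final; pH 8.0, 2 mM MgCl2, 2.5 ug/ml poly(dI-dC); 15 min compound preincubation; discontinuous kinetic read over 2 h at RT.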
SMN2 splice up: SMN2 splice variant enhancement | 210,000 compounds, 2.8% hits | Potency, µM (series often up to 46.1 µM), for the others: at the highest dose activity change, positive = activation, actives largely listed as activators | HEK293 SMN2-luciferase splicing reporter, luminescence, 30-36 h; further: % of control where 0% means no effect; nearly all actives have a fitted effect of over 55% in size
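HEK293 cells carry an SMN2 […]–luciferase reporter in which exon 7 inclusion puts luciferase in frame. Cells were plated 10-12 h before compound addition, then incubated 30-36 h at 37C. ONE-Glo luminescence was read; sodium butyrate at 4.5 mM final served as control.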
Luc counter: blocks Kinase-Glo luciferase, a counter-screen artifact; AID 1379; 200,000 compounds, 0.28% hits; Potency, µM (top dose mostly 38.3 µM), without a hit: at the highest dose activity change, negative = inhibition, hits mostly inhibitors; Kinase-Glo luciferase, ATP luminescence, 8 min; further: on the % scale 0 is the no-effect control and ±100 the full control effect; nearly all actives have a fitted effect of over 60% in size
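Substrate mix (final 50 mM imidazole pH 7.2, 50 mM KCl, 7 mM MgCl2, 10 uM ATP, 0.01% Tween 20, 0.05% BSA) plus pin-tool compound, then Kinase-Glo detection mix; 8 min ambient, luminescence read.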
Active calls of the source: *; i = inactive; ? = inconclusive; . = not tested or not shown; [ ] = another dose, or the depositor's remark. Unless noted, the call rests on the fitted dose curve; in most records, active means well fitted curve in the direction sought with a large enough effect; inconclusive means small, poorly fitted or top-dose-only effect, or another doubt; inactive means no such curve, though single readings can be large; an effect the other way counts as inactive or inconclusive. Potency means the concentration at half of the fitted maximal effect.

Values run as follows: RECQ1 helicase, Luc counter, KDM4E inh, SMN2 splice up, Tau fibril ThT, L3MBTL1 inh, LMNA splice mod, ALDH1A1 inh
CC(=O)Nc1nc(C(=O)Nc2c(C)n[nH]c2C)cs1
→ -10%, 2%, -3%, -6%, 9%, 29%, 9%, -13%
COc1ccccc1NC(=O)CSC(N)=O
→ -10%, -3%, -4%, 16%, 32µM*, ., ?, 1.6µM*
CC(=O)NS(=O)(=O)c1ccc(NC(=O)/C=C/c2ccccc2)cc1
→ i, 3%, 1%, -3%, 1%, 17%, ., -2%
COc1ccc(/C=C2\C(=O)NC(=S)N2C(=O)c2ccc(F)cc2)cc1
→ ?, 2%, -20%, -21%, ?, ?, -4%, 5%
CCN(CC)S(=O)(=O)c1cccc(C(=O)Nc2nnc(C)s2)c1
→ i, -1%, -2%, -3%, 3%, -10%, ., 3%
Cc1cc2n(n1)C(c1ccco1)Nc1ccccc1-2 (stereo not given)
→ i, 7%, ?, -2%, -21%, -5%, 8%, ?
CCCCn1nnc(N(C(=O)c2cccs2)C(=O)c2cccs2)n1
→ -15%, -1%, 0%, ?, ?, 3%, ?, ?
O=C(Nc1ccc(F)cc1)NC1(C(=O)NCc2ccc3c(c2)OCO3)CCCCC1
→ -3%, -3%, -2%, -23%, 11%, -7%, ?, ?
OC(C#CCCN1CCCCC1)(c1ccccc1)C1CCCCC1 (stereo not given)
→ -6%, ., 6%, ., ?, -1%, ., 7%
CC(C)(C)NCC(O)COCc1ccc(Cl)cc1 (stereo not given)
→ -2%, 3%, 2%, -2%, -4%, ., -7%, 14%
Cc1cc(C(=O)CSc2nnc(NCc3ccccc3)s2)c(C)n1C
→ -1%, -5%, -2%, 1%, -21%, -11%, ?, -6%
O=C(CCn1nc(-c2ccc(Cl)cc2)c2ccccc2c1=O)NCC1CCCO1 (stereo not given)
→ -7%, -3%, 5%, -8%, 6%, ., 2%, ?
O=S1(=O)CCC(NC(=S)Nc2ccc3ccccc3c2)C1 (stereo not given)
→ 2%, ., -4%, ., 0%, 5%, ., .
O=C(Nc1nccs1)c1ccc(COc2ccccc2Cl)o1
→ -16%, 0%, ?, -11%, -8%, ., ?, ?
COc1ccc(C2C(C(=O)N3CCCCC3)CCC(=O)N2c2cc(OC)c(OC)c(OC)c2)cc1 (stereo not given)
→ -1%, 2%, -2%, -4%, 0%, ?, 6%, 7%
CC(=O)NNc1nc(-c2ccccc2)cs1
→ -14%, -4%, ?, 5%, 18µM*, ., -7%[46 µM], ?
Cc1csc(NC(=O)CSc2nnc(C)n2Cc2ccco2)n1
→ i, 10%, -7%, -13%, -5%, 6%, 6%, -6%
C/C(=N/NC(=O)c1sc(NS(=O)(=O)c2ccccc2)nc1C)c1ccc(F)cc1
→ -3%, 0%, 10%, -2%, -12%, -10%, -1%, ?
CN(C)c1ccc(-c2noc(C3CCN(S(=O)(=O)c4cccc(Cl)c4)CC3)n2)cc1
→ -11%, -7%, ?, ., ?, ., ?, ?
Cc1nn(CC(=O)N2CCN(Cc3ccccc3)CC2)c(=O)c2ccccc12
→ i, -4%, 1%, -7%, -4%, ., -7%, -12%
NC(=O)c1ccsc1NC(=O)COC(=O)CCOc1ccccc1
→ -13%, ., -10%, ., -13%, -13%, 0%[46 µM], -4%
COc1cc2c(cc1OC)CN(C(=S)Nc1ccccc1)CC2
→ -1%, -3%, -2%, -10%, -6%, 0%, 2%, 6%
COc1ccc(Oc2ncc3nc(CCc4ccccc4)c(=O)n(C4CC4)c3n2)cc1
→ i, -5%, ., -19%, ., ., ., ?
CCOC(=O)N/N=C(/c1ccccc1)C1CCCCC1
→ 0%, 0%, -4%, -1%, 2%, 7%, -1%[46 µM], 6%
CCOC(=O)CC(=O)CSc1nc2c(cc1C#N)CCCCCC2
→ -2%, -5%, ?, 1%, -8%, 1%, ?, ?
CCOC(=O)COc1ccc(S(=O)(=O)Nc2ccc3c(c2)OCO3)cc1
→ -2%, -4%, 3%, -3%, 7%, -5%, -7%, ?
O=C(CN1CCN(c2ncc(C(F)(F)F)cc2Cl)CC1)Nc1ccc2c(c1)OCO2
→ 1%, -2%, 7%, -44%[inhibitor], -19%, 1%, ?, ?
O=C(O)c1cccc(-n2cccc2/C=C2/NC(=O)N(Cc3ccccc3F)C2=O)c1
→ ?, 1%, -29%, 22%, -9%, 32µM*, ., 14µM*
CCCn1c(C)cc(/C=C(\C#N)C(=O)OCC(=O)Nc2ccc(OC)c(Cl)c2)c1C
→ 4%, ., ?, ., -7%, -8%, 2%, ?
Cc1cc2cc(C)c3nnc(SCc4ccccn4)n3c2cc1C
→ -12%, 2%, 3%, 19%, -9%, 7%, -14%, 1%
Cc1cc(=O)[nH]c(SCC(=O)Nc2ccc(S(=O)(=O)N3CCCCC3)cc2)n1
→ 3%, 7%, -17%, ., -17%, ., 11%, ?
O=C(O)c1ccc(N/N=C/c2ccc(-c3ccc(Cl)cc3Cl)o2)cc1
→ -8%, ., ?, ., ?, -9%, ., .
O=C(NCCCN1CCOCC1)C1CCC(=O)N1C1CCCCC1 (stereo not given)
→ 7%, -5%, 2%, 8%, 1%, ., 5%, 8%
CCC(C)(C(=O)NC1CCCCC1)N(Cc1ccco1)C(=O)c1ccc2c(c1)OCO2 (stereo not given)
→ 0%, 2%, 1%, 16%, -4%, -10%, -14%, -3%
Cc1ccc2nc3c(cc(C(=O)NCc4cccnc4)c(=N)n3C(C)C)c(=O)n2c1
→ -5%, 10%, ?, -16%, -12%, 3%, 4%, ?
CCc1ccc(N/C(SC)=C(/C#N)C(N)=O)cc1
→ -9%, -4%, 7%, -25%, -12%, ?, -2%[0.0737 µM], 6%
Nc1c(C(=O)NC2CCCCC2)nsc1C(=O)OCC(=O)NC1CCCCC1
→ -5%, -2%, ?, -21%, -10%, 12%, 1%, ?
CC(Oc1ccc(Cl)cc1Cl)C(=O)NNC(=O)C(=O)N1CCCCC1 (stereo not given)
→ -2%, 1%, 16%, -7%, -3%, ?, ?, -2%
COc1ccc(-c2noc(COc3ccc4c(c3)OCO4)n2)cc1OC
→ -8%, 3%, -8%, -6%, ?, -9%, -1%, 3%
O=S(=O)(NCc1cccc(C(F)(F)F)c1)NCc1ccccc1F
→ -1%, -3%, -4%, 2%, 1%, -26%, 5%[46 µM], 4%
COc1cccc(C2Cc3ccccc3C(=O)O2)c1 (stereo not given)
→ -4%, -1%, 2%, -6%, 1%, -5%, ?, 4%
CC1CCN(S(=O)(=O)c2ccc3[nH]c(=O)cc(C(=O)O)c3c2)CC1
→ -2%, 1%, ?, 18%, -2%, 13%, 12%, -1%
Cc1ccc(C(=O)N[C@H](C(=O)OCC(=O)NC2CCS(=O)(=O)C2)C(C)C)cc1 (stereo not given in full)
→ -4%, 1%, 10%, 10%, -1%, 9%, -8%, 11%
COC(=O)c1c(NC(=O)c2cccnc2)sc(C(=O)N(C)C)c1C
→ 19%, 1%, -12%, 2%, -4%, 5%, -4%, -6%
CC1(C)CC(=O)c2cnc(NC(=O)CSC(=S)N3CCCCC3)nc2C1
→ 5%, ., 6%, ., -3%, -13%, ., .
Cc1cc2c(OCC(CNC(C)(C)C)OC(=O)c3ccccc3)cccc2[nH]1 (stereo not given)
→ -1%, ., ., -5%, ?, ., -20%, 7%
COC(=O)c1ccc(NC(=S)NN2CCCCC2c2cccnc2)cc1 (stereo not given)
→ i, ., 7%, ., -13%, 12%, ., 1%
Cc1csc(NC(=O)CSc2nnc(-c3cc(C)on3)o2)n1
→ -6%, 0%, 8%, ?, -14%, 12%, -10%, 16%
O=C(O)/C=C/C(=O)Nc1ccccc1SC(F)(F)C(F)(F)C(F)(F)F
→ 0%, 6%, -6%, -18%, 0%, 1%, ?, -7%
COc1ccc(Cn2c(=O)[nH]c3cc(C(=O)NCCCN4CCCCCC4)ccc3c2=O)cc1
→ 7%, 0%, -8%, 3%, ?, -5%, -12%[46 µM], ?
CC(Sc1nc2ccccc2n1C)C(=O)Nc1ccc(N2CCOCC2)cc1 (stereo not given)
→ 0%, -3%, -5%, -17%, ?, ., ., 4%
O=C(CCn1nc(-c2ccccc2)c2ccccc2c1=O)NN1CCOCC1
→ i, 1%, -2%, -9%, -3%, 0%[11.4 µM], 8%[46 µM], -7%
COc1ccc(CNC(=O)c2coc(=O)c3ccccc23)c(OC)c1
→ i, -6%, 0%, -6%, 4%, -6%, ?, -11%
CN1C(=O)C(O)(C2OC(C)(C)CCC2=O)c2ccccc21 (stereo not given)
→ -12%, -1%, 7%, 18%, -12%, ., 10%, -6%
C#CCN(C)CC/C=C1\c2ccccc2CSc2ccccc21
→ 1%, 2%, -18%, 8%, -18%, -15%, ?, -3%
CC(C)CN1CCCC2(CCN(C(=O)c3cccc(F)c3)CC2)C1
→ -5%, -1%, ., -10%, ., ., ., ?
CCOc1cc(NC(=O)CCl)c(OCC)cc1NC(C)=O
→ 19%, 2%, 2%, ., -18%, 1%, ?, 25µM*
CC(C)Oc1cccc(C(=O)C2CCCN(C(=O)c3ccsc3)C2)c1 (stereo not given)
→ i, ., 3%, ., -7%, 1%, ., -13%
CC(C)n1cnc2cc(NCc3nc4ccccc4n3C)ccc21
→ -3%, ?, -2%, 2.8µM*, -10%, -10%, 8%, ?
O=C(CCCN1C(=O)CCC1=O)Nc1ccc(Cl)c(C(F)(F)F)c1
→ -1%, -4%, 0%, -6%, 5%, -4%, 6%, -7%
Cc1ccc(-n2nnnc2-c2cnoc2-c2cccc(F)c2)cc1
→ -5%, 1%, 4%, 0%, -1%, 14%, -4%, -5%
Cc1nn(C)c(C(=O)Nc2ccc(Br)cc2F)c1Br
→ 4%, -6%, -2%, 10%, 20%, 31%[activator], 2%, -6%

Bioassay records deposited in PubChem by National Center for Advancing Translational Sciences (NCATS).

An excerpt; rates above refer to the full screens.
